Source: PubChem
A-T KAP1 phos: potential ataxia-telangiectasia treatments restoring KAP-1 phosphorylation | […] A-T fibroblasts, KAP-1 phosphorylation AlphaLISA; neocarzinostatin DNA damage 30 min before lysis | Potency, µM (series often up to 57.5 µM), inactives show at the highest dose activation, hits mostly activators | hit rate 0.19% among 320,000 | AID 485349; further: potency means the concentration at half of the fitted maximal effect; % of control where 0% means no effect; nearly all actives have a fitted effect of over 45% in size
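hTERT-immortalized A-T patient fibroblasts ([…]), 500 cells/well in OPTI-MEM, 1% FBS, got compounds for 60 min, then NCS for 30 min at 37C. Lysates were then assayed for phospho-KAP-1 by AlphaLISA (anti-pKAP1 donor, anti-KAP1 acceptor beads), 6 hr at 25C.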
Integrin act MD: activators of alpha7 integrin expression for muscular dystrophy; alpha7betagal myoblasts, beta-gal FDG fluorescence, 48 h; hit rate 0.064% among 350,000; Potency, µM (titrated, usually from 38.3 µM), inactives show at the top dose activation, usual class: activators;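 further: potency means the concentration at half of the fitted maximal effect; 100% = response of the positive control SU9516; nearly all actives have a fitted effect of over 60% in size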
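Alpha7betagal+/- myoblasts (passage 13) were plated 16-24 hr, then exposed to compounds (1:260 dilution of DMSO stock) for 48 hours at 37C. After MPER lysis, β-galactosidase reporter activity was read as FDG fluorescence (ex 480/em 540) after 30 minutes.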
ELG1 DNA repair: blocks ELG1-dependent DNA repair in HEK293T cells | AID 504467 | HEK293T ELG1-luciferase reporter, luminescence, 16 h; DNA damage induced by 5-fluorouridine | hit rate 2.3% among 330,000 | Potency, µM (titrated, usually from 46.1 µM), inactives show at the top dose activity change, negative = inhibition, usual class: inhibitors; further: potency means the concentration at half of the fitted maximal effect; on the % scale 0 is the no-effect control and ±100 the full control effect; nearly all actives have a fitted effect of over 55% in size
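Step one: seed 2,000 cells per well. Step two: pin-transfer compound or DMSO alongside 5-fluorouridine. Step three: incubate 16 hr, 37 °C, 5% CO2. Step four: add ONE-Glo, wait 30 min, read luminescence.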
PTAP TSG101 blk: blocks PTAP/TSG101 interaction to inhibit HIV-1 budding | Fluorescence polarization, FITC-PTAP peptide / Tsg101 binding | Potency, µM (highest dose often 115 µM), for the others: at the top dose activity change, negative = inhibition, most hits filed as inhibitors | 340,000 tested, under 10 active; active means well fitted inhibition curve with a large enough effect in the main read-out, with a control signal flat, not every such curve was filed as active; inconclusive means small, poorly fitted or top-dose-only effect, or effect the other way, or a change in a side signal; inactive means no such curve, though single readings can be large or run the other way; further: potency means the concentration at half of the fitted maximal effect; % of control where 0% means no effect
Target sequence (Q99816 whole entry, looked up): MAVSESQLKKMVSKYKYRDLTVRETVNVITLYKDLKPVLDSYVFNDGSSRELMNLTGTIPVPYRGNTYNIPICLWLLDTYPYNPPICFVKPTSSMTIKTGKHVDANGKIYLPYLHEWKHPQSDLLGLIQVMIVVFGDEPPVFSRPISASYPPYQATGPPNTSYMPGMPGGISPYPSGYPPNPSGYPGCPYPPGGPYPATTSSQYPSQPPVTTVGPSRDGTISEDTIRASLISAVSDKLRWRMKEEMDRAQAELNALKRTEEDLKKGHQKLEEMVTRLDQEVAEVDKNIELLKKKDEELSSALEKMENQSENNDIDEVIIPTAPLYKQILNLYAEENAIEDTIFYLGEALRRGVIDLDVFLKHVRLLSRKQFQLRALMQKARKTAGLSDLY
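Fluorescence polarization binding of Tsg101 binding domain (10 uM final) to FITC-labeled PTAP peptide (50 nM final) in HEPES pH 7.5 buffer with NaCl, Tween 20, EDTA, TCEP. Compounds added before peptide; binding 20 min at RT.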
B2AR arrestin: agonists driving beta-arrestin recruitment to human beta2-adrenergic receptor | P07550 | AID 492947 | hit rate 0.02% among 330,000 | Potency, µM (top dose mostly 46.1 µM), for the others: top-dose activation, usual class: activators | beta-arrestin recruitment to beta2AR, cell-based reporter;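 further: potency means the concentration at half of the fitted maximal effect; 0% = DMSO controls and full agonism = EC100 isoproterenol or metaproterenol; nearly all actives have a fitted effect of over 65% in size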
Target sequence (P07550 whole entry, looked up): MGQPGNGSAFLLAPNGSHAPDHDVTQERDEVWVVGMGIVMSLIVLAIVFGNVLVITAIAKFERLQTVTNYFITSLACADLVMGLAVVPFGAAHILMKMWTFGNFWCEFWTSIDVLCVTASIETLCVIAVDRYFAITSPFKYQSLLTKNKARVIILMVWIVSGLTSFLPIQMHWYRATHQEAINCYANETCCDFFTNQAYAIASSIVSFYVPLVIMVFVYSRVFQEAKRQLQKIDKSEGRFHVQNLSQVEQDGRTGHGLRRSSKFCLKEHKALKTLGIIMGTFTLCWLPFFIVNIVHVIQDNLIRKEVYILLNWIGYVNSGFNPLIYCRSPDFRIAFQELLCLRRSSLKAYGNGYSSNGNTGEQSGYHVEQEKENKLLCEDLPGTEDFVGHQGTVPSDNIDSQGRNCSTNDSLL
BRCA1 expr act: increases BRCA1 expression | MCF7-BRCA1-FFLuc reporter, luminescence, 48 h; response scale: scaled: vehicle 0%, 10 µM genistein 100% | Potency, µM (doses to about 46.1 µM), inactives show at the highest dose activation, most hits filed as activators | hit rate 1.1% among 380,000 | AID 624202; further: potency means the concentration at half of the fitted maximal effect; nearly all actives have a fitted effect of over 80% in size; some results filed as inactive show a strong effect at the top dose
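First, MCF7-BRCA1-FFLuc cells (2000/well) attach for 2 h; next, compounds are pin-added and incubated 48 h at 37 °C; finally, luciferase reagent is added and luminescence read after 15 min.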
TCR activator: activators of T cell receptors. 330,000 tested, under 10 active. Potency, µM (doses to about 9.22 µM), inactives show at the top dose activation of IL-2 secretion, hits mostly activators. AID 504894. primary human leukocytes, anti-CD3, IL-2 HTRF, 48 h; further: % of control where 0% means no effect
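Using a-CD3 beads without co-stimulation, primary human leukocytes were exposed to compounds for 48 hr. An HTRF IL-2 kit measured the cytokine, with europium-to-d2 energy transfer producing emission at 665nm upon 320nm excitation.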
TRPV1 agonist: human TRPV1 agonism. TRPV1-expressing cells, Fluo-8 calcium influx, agonist mode. activation, % at 8.33 µM. hit rate 0.19% among 320,000; in the data active means activation above about 80%; inconclusive means between about 30% and that limit; further: 0% is about no effect
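Cells expressing TRPV1 were dye-loaded with Fluo-8 and read kinetically: 10 s baseline, 3 min after compound (agonist portion), then 2 min after EC20 capsaicin (allosteric enhancer portion). Calcium-bound dye fluorescence at 480/520 nm.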
MLL CXXC-DNA inh: blocks binding of human MLL CXXC domain to DNA | MLL-CXXC / FITC-HOXA9 DNA fluorescence polarization | Potency, µM (series often up to 115 µM), for inactives: at the highest dose activity change, negative = inhibition, hits mostly inhibitors | AID 2662 | hit rate 0.037% among 290,000; active means well fitted inhibition curve with a large enough effect in the polarisation, with a control signal flat, not every such curve was filed as active; inconclusive means small, poorly fitted or top-dose-only effect, or effect the other way, or a change in a side signal; inactive means no such curve, though single readings can be large or run the other way; the % refers to the polarisation; further: potency means the concentration at half of the fitted maximal effect
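Steps: dispense CXXC domain solution (7 uM) → pin compounds or unlabeled HOX-A9 DNA control → 5 min ambient → add FLSN-HOX-A9 solution (50 nM) → spin → 30 min ambient → fluorescence polarization. Tris pH 7.5/NaCl/DTT/BSA buffer.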
p53 reactivator: restores transcriptional activity of mutant p53; AID 504706; hit rate 0.063% among 320,000; Potency, µM (titrated, usually from 92.2 µM), without a hit: top-dose activity change, positive = activation, most hits filed as activators; H1299 p53-A138V BP100-luciferase reporter, luminescence, 24 h; further: potency means the concentration at half of the fitted maximal effect; % of control where 0% means no effect; nearly all actives have a fitted effect of over 45% in size
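H1299 (p53-null), stable ts p53-A138V + BP100-Luc; 1000 cells/well, Opti-MEM/10% FBS; cpd 4 pt, 1:5; 24 h, 37 deg C, 5% CO2; detection reagent 10 min RT; luminescence.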
Active calls of the source: *; ? = inconclusive; . = not tested or not shown; [ ] = another dose, or the depositor's remark. Unless noted, the call rests on the fitted dose curve; in most records, active means well fitted curve in the direction sought with a large enough effect; inconclusive means small, poorly fitted or top-dose-only effect, or another doubt; inactive means no such curve, though single readings can be large; an effect the other way counts as inactive or inconclusive.

SMILES	A-T KAP1 phos	Integrin act MD	ELG1 DNA repair	PTAP TSG101 blk	B2AR arrestin	BRCA1 expr act	TCR activator	TRPV1 agonist	MLL CXXC-DNA inh	p53 reactivator
COc1ccc2[nH]c(C(=O)O)c(NS(=O)(=O)c3ccc(OC)c(OC)c3)c2c1	3%	0%	0%	-2%	0.3%	-8%	6%	2	-23%	3%
COc1ccc(C(=O)NCCC2=CCCCC2)cc1S(=O)(=O)N1CCOCC1	-2%	0%	11%	-4%	-0.4%	19%	3%	11	.	6%
CC(C)(CO)NCC(=O)Nc1cc(C(F)(F)F)cc(NC(=O)CNC(C)(C)CO)c1Cl	1%	8%	-4%	-2%	-0.6%	4%	1%[46.1 µM]	5	16%	-2%
CCc1ccccc1NC(=O)CN1CCN(C(=O)CNC(=O)c2ccc(N3CCCC3=O)cc2)CC1	0%	4%	3%	-11%	0.4%	12%	6%	3	.	-3%
CCOc1ccc(N2CC(C(=O)Nc3cc(C)on3)CC2=O)cc1 (stereo not given)	0%	14%	0%	-11%	-0.4%	11%	-1%[46.1 µM]	-1	4%	-9%
FC(F)(F)Oc1ccccc1-c1nnc(-c2cccc(C(F)(F)F)c2)o1	21%	-6%	1%	0%	-0.5%	-17%	-2%	.	-4%	7%
CCc1nnc(NC(=O)CSc2nc3[nH]ncc3c(=O)[nH]2)s1	-2%	-30%	1%	-1%	-0.1%	-1%	3%	0	4%	4%
Cc1ccc(S(=O)(=O)N2CCC(C(=O)Nc3nnc(C4CCCC4)s3)CC2)cc1	5%	44%	-2%	-2%	-0.8%	1%	-3%	-2	-13%	-11%
O=C(Nc1cccc(Cl)c1)c1nc[nH]c1C(=O)N1CCN(c2ccccc2)CC1	9%	5%	16%	0%	0.0%	-13%	-10%	4	.	0%
COc1ccc(NC(=S)N(CCCN2CCOCC2)Cc2cn(C)c3ccccc23)cc1	6%	10%	-26%	57%[activator]	0.6%	-39%	4%[46.1 µM]	3	3%	-14%
Nc1cc(C(=O)OCC(=O)NCCCc2ccccc2)ccc1Cl	10%	14%	9%	-2%	-1.2%	0%	-1%	23	?	2%
Nc1nc(SCC(=O)N2N=C(c3ccc(Cl)cc3)CC2c2ccco2)n[nH]1 (stereo not given)	2%	-17%	?	0%	-1.1%	-2%	3%	.	2%	-3%
COc1cccc(C(C(=O)NC2CCCCC2)N(C(=O)Cc2cccs2)c2ccc(-n3cnnn3)c(OC)c2)c1 (stereo not given)	3%	-1%	-6%	-8%	-0.1%	-56%	-1%	-1	30%	-1%
COc1ccc(/C(N)=N/OC(=O)CN(C)S(=O)(=O)c2ccc(C)cc2)cc1	16%	-25%	?	-6%	-0.7%	10%	-2%	19	-3%	5%
CCN(CC)C(=N)N1c2ccccc2CCC1C (stereo not given)	3%	-38%	13%	-1%	-0.3%	0%	-2%	-1	-1%	1%
CCc1nc(SCc2ccc(OC)c(Br)c2)n[nH]1	-5%	1%	?	-3%	0.1%	35%	-5%	10	6%	6%
FC(F)(F)COc1cc(-c2nnc(SCc3ccccc3)n2Cc2ccco2)cc(OCC(F)(F)F)n1	-2%	0%	18µM*	3%	-0.8%	-39%	-1%	6	7%	0%
O=C(CCC(=O)OCc1cccc([N+](=O)[O-])c1)Nc1ccccc1Cl	7%	4%	11%	-1%	-0.4%	0%	0%	-2	15%	15%
CC(=O)c1cccc(Nc2c([N+](=O)[O-])c(=O)oc3ccccc23)c1	-9%	19%	6%	-11%	-0.5%	-70%	-3%	-2	-3%	-1%
CC1(C)CCc2cc(-c3ccn(S(=O)(=O)c4ccccc4Cl)n3)ccc2O1	2%	-36%	?	1%	-0.9%	7%	1%	2	-9%	5%
CC(NC(=O)c1ccc2c(c1)OCO2)c1ccccc1 (stereo not given)	1%	-10%	10%	0%	0.2%	5%	13%	13	0%	3%
Cc1ccc(Cl)cc1NC(=S)N(CCCN1CCN(C)CC1)Cc1cccs1	-2%	-46%[inhibitor]	-5%	-8%	0.0%	-41%	-7%	1	6%	-3%
CCCOC(=O)/C(=C\C=C\c1ccco1)NC(=O)c1ccccc1	-3%	10%	14%	-7%	9.5%	14%	2%	?	5%	?
CCCCOC(=O)c1ccc(NC(=O)c2ccccc2OC)cc1	11%	-33%	?	-5%	0.5%	-8%	-4%[46.1 µM]	21	8%	15%
CCOc1c(C=C(C#N)C#N)c2ccccc2n1CC	4%	-18%	-22%	-2%	-0.1%	-32%	2%[46.1 µM]	13	19%	-4%
Cc1cc(Cl)ccc1Oc1ccccc1C(=O)CC#N	0%	17%	?	-6%	-0.1%	-9%	5%	3	2%	.
Cc1cc(/C=C2\SC(=S)NC2=O)c(C)n1-c1cccc(O)c1	-9%	?	?	-5%	5.6%	2.8µM*	7%	4	?	?
Cc1ccc(OCCn2cc(C(=O)O)c3ccccc32)cc1	1%	0%	8%	1%	0.1%	-6%	2%	-2	-3%	-3%
CCc1ccc(NC(=O)c2ccc(Cn3cc([N+](=O)[O-])cn3)cc2)cc1	-5%	1%	?	0%	-1.9%	21%	7%[46.1 µM]	?	10%	-1%
CCOC(=O)c1[nH]c(C)c(C(=O)NCCc2ccc(OC)cc2)c1C	0%	-18%[7.66 µM]	-6%	3%	0.0%	-10%	5%	-1	7%	-5%
Cc1cccn2c(=O)c(/C=C(\C#N)S(=O)(=O)c3ccc(Cl)cc3)c(N3CCC(C(N)=O)CC3)nc12	-5%	15%	3%	5%	-0.9%	-20%	1%	7	24%	-11%
O=C(CN1C(=O)c2cccc3cccc(c23)C1=O)N1CCN(Cc2ccc3c(c2)OCO3)CC1	-7%	-17%	?	0%	0.1%	-43%	.	-5	11%	-12%
CCOc1nc(OCC)nc(N2CCC(C)CC2)n1	.	3%	?	-5%	-0.4%	-15%	2%	-6	-5%	-5%
COc1ccc(CNC(=O)CSc2nc3ccccc3n2C(C)=O)cc1	-9%	-1%	-2%	-3%	-0.4%	11%	9%	26	3%	.
O=C(COc1ccc(F)c(Cl)c1)N1CCN(c2ccccn2)CC1	2%	2%	7%	-1%	-0.5%	-19%	2%	1	4%	0%
CCc1nnc(NC(=O)[C@@H](NC(=O)c2cccc(C)c2)C(C)C)s1	-2%	-8%	9%	-1%	-0.2%	-11%	-7%[46.1 µM]	-4	-4%	-3%
COCC(=O)N(Cc1cc2cc(C)ccc2[nH]c1=O)c1cccc(C)c1C	-5%	9%	0%	0%	0.2%	-28%	-4%	-8	-3%	.
CCC(C)(C)NC(=O)C(c1ccncc1)N(C(=O)c1sc(C)nc1C)c1ccc(F)cc1 (stereo not given)	0%	-8%	6%	-3%	-0.2%	-13%	3%	-4	4%	-5%
Cc1nc(Cc2ccccc2)sc1CC#N	.	0%	.	-8%	.	-20%	2%	.	.	.
COc1ccc(C(=O)N2CCCc3ccccc32)cc1	2%	15%	12%	-9%	0.0%	10%	5%	2	3%	26%
CCNS(=O)(=O)c1ccc(C)c(-n2cnnn2)c1C	3%	15%	-14%	-2%	-0.2%	16%	2%[46.1 µM]	3	-9%	2%
O=C(CCc1ccc(F)c(F)c1)NC1CCCN(Cc2ccc(Cl)cc2)C1 (stereo not given)	-30%	13%	0%	-2%	0.3%	21%	-8%	0	0%	-1%
CC1(C)CC2(CCO1)N1CC3(C)CN2CC(C)(C1)C3=O (stereo not given)	.	18%	.	-4%	.	-6%	4%	.	.	.
CC(OC(=O)C1CC1)C(=O)Nc1cc(Cl)cc(Cl)c1 (stereo not given)	-9%	21%	?	-7%	-0.5%	-19%	3%[46.1 µM]	.	.	-7%
CC(C)OC(=O)CSc1nnc(CNc2cccc(Cl)c2)n1C	2%	16%	-8%	-7%	-0.1%	-3%	4%[46.1 µM]	-3	-3%	-2%
O=C(Cn1ccc(NC(=O)OCc2ccccc2)nc1=O)NCCc1c[nH]c2ccccc12	14%	7%	-5%	0%	-1.3%	-9%	0%	0	.	2%
O=C1C=C(C2OC(CO)C(O)C2O)C(=O)N1 (stereo not given)	.	-29%	.	-2%	.	-5%	2%	.	.	.
CC(=O)NC(c1ccccc1)c1cc(Cl)c2cccnc2c1O (stereo not given)	11%	-27%	?	1%	?	-59%	-3%	-5	-29%	7%
Cc1ccc(C(=O)NC2CCN(Cc3ccccc3)CC2)cc1S(=O)(=O)N1CCOCC1	-5%	-31%	4%	0%	-0.7%	-10%	-3%	-4	.	-3%
O=C(COc1ccccc1)NCC(=O)N/N=C/c1ccccc1	3%	-4%	6%	-1%	-0.4%	-5%	3%[46.1 µM]	1	1%	7%
